PhoP inhibition: inhibitors of PhoP regulon expression, primary screen, Salmonella Typhimurium, GFP reporter (AID 1863). 0.16% of 300,000 active. inhibition, % at 50 µM, or IC50 in µM where a hit was titrated. S. Typhimurium PhoP-regulated promoter GFP reporter, 4 h; higher % means a stronger effect;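 active = inhibition over 29.93%, a cutoff 3 SD above the screen mean, later confirmed by dose response; inconclusive = inhibition over 29.93% but no dose response follow-up; inactive = inhibition at most 29.93% or unconfirmed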;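 also: 0% = low Mg2+ inducing control and 100% = high Mg2+ repressing control; strong numbers were not always called active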
West Nile antiviral: West Nile virus antiviral activity, cell-based, CPE readout (AID 1621); 0.02% of 290,000 active; West Nile virus-infected cells, CPE inhibition; higher % means a stronger effect; CPE inhibition, % at 10 µM, or IC50 in µM where a hit was titrated; in the data active = a potency from the dose series; inconclusive = CPE inhibition mostly from about 3.7% at the one dose, without a potency; inactive = the rest, 99 in 100 with CPE inhibition below about 2.2%; also: strong numbers were not always called active
T cell HTS: modulators of CD8 T cell-vesicle binding, primary screen, mouse 2C CD8+ T cells, flow cytometry | 2C CD8+ T cell-vesicle binding; active compounds read low | calls only at 7 µM | 0.068% of 330,000 active | AID 2052, 2009;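 active = response, share of CD8 T cells binding vesicles, and their 90th percentile fluorescence all below set limits, cut at about 80% in these data, passing the limit was not always enough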
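Also added: QL9-peptide-loaded Drosophila micro-vesicles bearing Ld, ICAM-1 and B7-1; Test system: purified 2C TCR transgenic mouse naive CD8+ T cells; Measured by: cytometric PE anti-B7-1 and Alexa647 anti-CD8 signals after 1% paraformaldehyde fixation; Timing: binding step 1.5 h, 37 °C, antibody labelling 20 min, ice.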
RSV CPE inhibition: RSV antiviral activity via CPE protection, HEp-2 cells, primary 10 µM value included (AID 2391) | 0.13% of 310,000 active | HEp-2 cells, RSV-induced CPE inhibition; higher % means a stronger effect | CPE inhibition, % at 10 µM, or IC50 in µM where a hit was titrated; in the data active = a potency from the dose series; inconclusive = CPE inhibition mostly from about 23% at the one dose, without a potency; inactive = the rest, 99 in 100 with CPE inhibition below about 21%; also: strong numbers were not always called active
Myeloid diff MLP: induction of myeloid progenitor differentiation, primary screen, cell-based, flow cytometry, MLPCN library. ER-HoxA9 myeloid progenitors, lysozyme-GFP differentiation. calls only at 10 µM. 1% of 360,000 active. AID 624256, 2012;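 active = normalized GFP-positive differentiation at or above the plate's own cutoff, the solvent-only control mean plus 3 SD; inconclusive = no clear call, values can overlap the other calls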;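 also: cells exposed to compound for four days before flow analysis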
WT yeast gro inh: growth inhibition of WT strain, primary screen, mitochondrial fusion inhibitor project, WT and mutant strains, chemical genetic. 2.1% of 190,000 active. AID 1362, 2008. mitochondrial fusion phenotypic screen. inhibition, % at 10 µM; in the data active = inhibition above about 58%; tested in S. cerevisiae
SV40 large T antigen: SV40 large T antigen inhibitors, biochemical (AID 1903); SV40 large T antigen ATPase/helicase inhibition assay; higher % means a stronger effect; one-dose inhibition, % at 20 µM; IC50 in µM for titrated hits; 0.39% of 310,000 active; in the data active = a potency from the dose series; inconclusive = inhibition mostly from about 32% at the one dose, without a potency; inactive = the rest, 99 in 100 with inhibition below about 32%; also: strong numbers were not always called active
MgcRacGAP inhibition: MgcRacGAP GTPase-activating activity inhibitors, confirmation, biochemical, ADP Hunter fluorescence; Rac GTPase-activating protein 1 (Homo sapiens); MgcRacGAP-stimulated Rac1 GTP hydrolysis, ADP Hunter fluorescence; higher % means a stronger effect; GST-tagged Rac1 F28L mutant substrate; inhibition, % at 30 µM; hits with a dose series show IC50 in µM; 0.6% of 340,000 active; AID 624330, 2012;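 active = first-screen hits whose inhibition reached a set limit at any dose in the follow-up dose series; inconclusive = inhibition above the set first-screen limit but never retested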;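 also: fluorescence reports GDP produced by GAP-driven GTP hydrolysis; strong numbers were not always called active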
bCat nuc transl: modulators of beta-catenin nuclear translocation, primary screen, imaging, HeLa cells, immunofluorescence, high-content; nuclear translocation activity, % at 5 µM; 0.3% of 190,000 active;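 active = nuclear translocation activity above 50% at 5 µM, with a well cell count of 50 or more; inconclusive = wells under 50 cells across six images, flagged as toxic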;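 also: per-cell ratio of nuclear to cytoplasmic median beta-catenin stain intensity; plate controls were DMSO negative control for no effect and GSK-3 inhibitor IX positive control for full effect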
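Test system: human HeLa cells, native beta-catenin. Compound dosing: 5 µM primary single dose, 0.1% DMSO, 0.02–20 µM confirmation series. Incubation: compound exposure 24 h at 37°C. Detection: beta-catenin immunostaining with DAPI counterstain, 20x imaging, 6 fields/well. Read-out basis: Nuclear/cytoplasmic beta-catenin signal ratio, % activation.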
WT yeast gro inh mutant strain: also measured in WT yeast gro inh; calls as there; inhibition, %; mitochondrial fusion phenotypic screen, mutant strain inhibition
bCat nuc transl cell count 5 µM: also measured in bCat nuc transl; calls as there; cell count; measured here: cell count, cytotoxicity flag
T cell HTS vesicle-bound %: also measured in T cell HTS; calls as there; double positive events, %; measured here: CD8+ vesicle-bound cell fraction;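 binding gate set so that unloaded-vesicle control wells show 10% double positive cells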
Myeloid diff MLP GFP+ MAC1+ %: recorded beside Myeloid diff MLP, whose call it bears; GFP+ MAC1+ double positive, %; measured here: differentiation confirmed by MAC1 staining
An asterisk follows results filed as active; i = inactive; ? = inconclusive; nt = not tested or not shown; + = active, no number.

smiles	PhoP inhibition	West Nile antiviral	T cell HTS	T cell HTS vesicle-bound %	RSV CPE inhibition	Myeloid diff MLP	Myeloid diff MLP GFP+ MAC1+ %	WT yeast gro inh	WT yeast gro inh mutant strain	SV40 large T antigen	MgcRacGAP inhibition	bCat nuc transl	bCat nuc transl cell count 5 µM
COc1ccccc1C(=O)NCCC(=O)N1CCN(c2ccccc2O)CC1	0.9%	nt	i	15.9	0.3%	i	0.7	nt	nt	1.9%	4.8%	nt	nt
Cc1c(C)c2ccc(OC(C)C(=O)NCCCN3CCOCC3)c(C)c2oc1=O (stereo unspecified)	-1.7%	0.0%	i	32.7	2.8%	i	0.0	nt	nt	23.7%	10.3%	nt	nt
O=C(c1ccc(N2C(=O)CCC2=O)cc1)N1CCN(c2ccccc2)CC1	-4.5%	1.2%	i	55.4	1.4%	i	0.9	-0.9	-8.0	0.0%	8.2%	-3.0	1143
COc1ccc(NC(=O)Cc2nnc(SCC(=O)Nc3ccccc3)n2C)cc1	6.5%	0.4%	i	23.0	2.2%	i	0.7	nt	nt	6.7%	4.6%	nt	nt
CCOC(=O)C1=C(CN2CCN(C(=O)c3ccco3)CC2)NC(=O)NC1c1ccc(OC)cc1 (stereo unspecified)	-6.7%	0.1%	i	5.8	2.0%	i	2.7	nt	nt	5.4%	12.3%	nt	nt
O=C(COc1ccccc1)Nc1ccc(Cl)cc1Cl	-4.3%	-0.8%	i	27.9	5.4%	nt	nt	-9.1	-7.3	26.2%	nt	-1.0	1046
O=C1CCCc2c1nc(-c1ccccc1)n2O	8.1%	0.3%	i	6.1	-0.6%	i	5.4	-6.6	-2.9	8.7%	9.0%	0.5	939
CN(CCCOc1ccccc1Br)Cc1ccccc1	-10.2%	-1.2%	i	36.2	-0.4%	i	1.3	5.6	16.8	3.4%	-2.2%	0.8	1433
c1ccc(Nc2nc(-c3cccs3)cs2)nc1	18.5%	-0.3%	i	20.3	7.2%	i	1.1	39.2	19.7	3.7%	13.3%	-0.5	1180
COc1cc(NC(=O)c2cccs2)c(OC)cc1NC(=O)CCC(=O)Nc1cccc2ncccc12	-4.1%	-0.3%	i	16.2	10.0%	i	0.3	-12.1	-1.7	-3.0%	5.7%	1.2	1001
COc1ccc(-c2nc(CS(=O)(=O)CC(=O)NCCc3ccccc3)c(C)o2)cc1	1.3%	1.4%	i	10.8	1.1%	i	0.6	nt	nt	4.3%	4.9%	nt	nt
COC(=O)CCCC1=CC2=C(c3ccccc3)C(=O)C(C)(OC(=O)C3CCCC3)C(=O)C2=CN1Cc1ccco1 (stereo unspecified)	-0.9%	-0.2%	i	22.7	-0.9%	i	2.1	nt	nt	15.3%	13.5%	-1.2	1164
CC1=CC(C)(C)Nc2ccc(OC(=O)C(C)N3C(=O)c4ccccc4C3=O)cc21 (stereo unspecified)	-12.0%	-3.2%	i	31.5	15.4%	?	nt	5.9	7.1	6.5%	9.2%	1.2	1042
CCC1(c2ccccc2)NC(=O)N(CC(=O)Nc2ccc3c(C)cc(=O)oc3c2)C1=O (stereo unspecified)	-0.7%	nt	i	30.2	-2.4%	nt	nt	nt	nt	9.8%	2.6%	nt	nt
Cc1cc(C(=O)N/N=C/c2cc(N=Nc3ccccc3)ccc2O)n[nH]1	7.5%	0.4%	i	41.8	-0.9%	?	nt	5.6	13.2	0.1%	1.1%	-1.2	1146
O=C(NCCC(=O)N1CCC2(CC1)NCCc1[nH]cnc12)c1cccc(C(F)(F)F)c1	-2.9%	-0.5%	i	9.6	-1.2%	i	0.4	nt	nt	13.1%	4.8%	nt	nt
CC(=O)Nc1ccc(S(=O)(=O)NCc2ccc3c(c2)cc(C)n3C)cc1	9.5%	0.2%	i	24.7	12.5%	i	1.3	11.0	-0.2	6.8%	12.5%	nt	nt
CC1CCc2c(nc3ncnn3c2N2CCN(c3ccccc3)CC2)C1 (stereo unspecified)	-8.6%	-1.1%	i	28.5	?	i	0.4	11.9	12.8	4.6%	2.8%	-6.3	1003
Cc1ccc(C(=O)NC(=S)Nc2ccc3c(c2)OCCO3)c(C)c1	0.8%	-0.5%	i	54.3	2.0%	i	0.9	-10.3	3.3	5.6%	6.6%	0.8	1486
CCN(CC)CC(=O)Nc1ccc(Oc2ccc(NC(=O)CN(CC)CC)cc2)cc1	5.3%	2.5%	i	42.3	-2.2%	i	0.2	-11.6	-6.1	7.2%	nt	-0.1	1475
O=C(CS(=O)CC(=O)Nc1cccc2c1CCCC2)Nc1ccc(F)cc1 (stereo unspecified)	-4.5%	-0.7%	i	22.0	1.6%	i	0.4	25.6	16.4	-0.8%	9.6%	-1.2	1064
Cc1cc(C)c(C)c(S(=O)(=O)NCCN2CCOCC2)c1C	4.2%	-0.5%	i	61.9	0.7%	i	0.8	nt	nt	10.6%	1.6%	nt	nt
Cc1ccccc1OCCNC(=O)/C=C/c1ccccc1	9.1%	-0.8%	i	31.0	1.0%	i	1.0	5.0	3.6	18.0%	9.0%	2.0	441
O=C(CS(=O)c1ccc(F)cc1)N1CCOCC1 (stereo unspecified)	9.1%	-0.1%	i	13.8	0.2%	i	0.5	nt	nt	2.0%	11.7%	nt	nt
COc1cccc(C2=NN(C(=O)c3ccc(C)o3)C(O)(C(F)(F)F)C2)c1 (stereo unspecified)	-6.1%	-0.6%	i	42.3	10.1%	i	0.3	25.4	18.9	4.0%	-6.3%	1.1	1474
O=C(O)CSc1ccc2ccccc2n1	14.7%	-0.2%	i	47.9	2.6%	i	0.9	2.7	3.2	8.8%	1.3%	0.1	1073
COc1ccccc1C(=O)NCCNC(=O)c1ccco1	5.7%	0.3%	i	35.5	0.8%	i	0.3	-3.9	-1.3	3.0%	5.6%	-0.9	1142
Nc1c(S(=O)(=O)c2ccccc2)c2nc3ccccc3nc2n1Cc1ccco1	-3.4%	2.4%	i	23.2	14.5%	i	0.9	0.4	-8.6	17.1%	8.7%	0.3	1194
CCN(CC(=O)Nc1ccc(OC)cc1)CC(=O)N1CC(=O)Nc2ccccc21	nt	nt	i	40.0	1.9%	i	0.4	nt	nt	nt	0.6%	nt	nt
CC(=O)NC1C(OCc2ccccc2)OC(COC(C)=O)C(OC(C)=O)C1OC(C)=O (stereo unspecified)	11.5%	0.2%	i	55.9	0.5%	i	0.3	9.5	1.1	-3.7%	12.2%	nt	nt
COc1ccc(C(=O)Nc2ccc(OCC(F)(F)C(F)F)c(C(F)(F)F)c2)cc1OC	1.4%	?	i	42.9	?	i	0.7	53.3	12.1	6.4%	0.9%	-0.6	1448
O=C(CCCN=C1NS(=O)(=O)c2ccccc21)OCc1ccccc1	-8.3%	nt	i	39.8	1.3%	i	0.5	nt	nt	24.7%	3.0%	nt	nt
COc1ccc(-c2nc(-c3ccccc3)[nH]c(=O)c2C#N)cc1	-2.2%	0.6%	i	38.5	6.6%	i	0.5	79.6*	26.5*	9.6%	10.1%	-1.3	1344
O=C(COc1cccnc1[N+](=O)[O-])NCc1ccco1	-4.1%	-0.3%	i	48.1	-0.5%	i	0.8	-15.2	-1.1	-0.5%	7.1%	0.3	1471
Cn1cccc1C(=O)OCC(=O)N1CC(=O)Nc2ccccc21	-0.4%	-0.2%	i	16.7	2.1%	i	0.5	-7.8	0.2	8.8%	7.1%	-0.2	1012
Cc1ccccc1C(=O)NNC(=O)c1cc(S(=O)(=O)N2CCOCC2)ccc1C	nt	nt	i	30.8	0.4%	i	0.4	nt	nt	nt	-2.5%	nt	nt
OCc1cc(Br)ccc1OCc1nc2ccccc2s1	0.9%	0.0%	i	28.2	18.0%	i	0.5	nt	nt	12.7%	5.4%	nt	nt
Cn1c(C(=O)NCCc2ccccc2)cc(=O)n(C)c1=O	2.8%	0.5%	i	43.1	1.0%	i	0.4	-6.3	-1.9	-5.4%	4.0%	-2.6	576
FC(F)(F)c1cccc(N2CCN(c3nnnn3-c3ccccc3)CC2)c1	2.7%	-1.4%	i	36.0	?	i	0.9	15.6	-1.5	3.3%	-0.3%	0.0	1035
CCN1CCN(CCCNC(=O)C2CCN(c3nnc(-n4cccc4)s3)CC2)CC1	-2.9%	-0.2%	i	50.2	1.6%	+	15.7*	nt	nt	12.4%	16.4%	nt	nt
Cc1ccc(CS(=O)(=O)CCC(=O)NCc2ccccn2)cc1	-6.0%	-0.5%	i	28.0	0.6%	i	1.0	37.3	18.4	23.3%	12.0%	-2.1	1425
